Screening data from PubChem BioAssay.
All columns: NCI-60 one-dose screen, growth in % after 48 h at 10 µM unless noted; 100 = growth as untreated, 0 = no growth, -100 = all killed.
SF-295 – SF-295 CNS cancer cells; 79,000 compounds, 5.6% hits
SF-268 – SF-268 CNS cancer cells; 82,000 compounds, 3.1% hits; AID 1794759
U251 – U251 CNS tumor cells | 80,000 compounds, 5.4% hits | AID 1794753
SNB-19 – SNB-19 CNS cancer cells. 81,000 compounds, 2.5% hits. AID 1794751
SF-539 – SF-539 CNS cancer. AID 1794752. 81,000 compounds, 6.8% hits
HCC-2998 – HCC-2998 colon cancer. 79,000 compounds, 4.7% hits
SNB-75 – SNB-75 CNS cancer; 79,000 compounds, 5% hits; AID 1794750
DU-145 – DU-145 prostate cancer; 81,000 compounds, 4.2% hits
PC-3 – PC-3 prostate cancer cells; 80,000 compounds, 3.9% hits; AID 1794754
* marks the source's active call; other numbers are inactive results; · = not tested or not shown; & = joins results of further samples; [ ] = remark or other dose. Rule for the calls: active = growth percent below 10; inactive = the rest.

The line under a structure holds: SF-295, SF-268, U251, SNB-19, SF-539, HCC-2998, SNB-75, DU-145, PC-3
> COc1ccc(C2=NNC(c3cc(-c4cc5ccccc5o4)n(-c4ccccc4)n3)C2)cc1 (configuration not stated)
→ 99, 106, 114, 98, 96, 107, 100, 103, 88
> COc1cc2ncnc(Oc3ccc(NC(=O)Nc4ccc(C5(C#N)CCCC5)cc4)c4ccccc34)c2cc1OC
→ 14, 27, -49*, 37, 65, 107, 36, 58, 57
> O=C(CSC(=S)n1cnc2ccccc21)Nc1ccc(Cl)cc1
→ 89, 67, 22, 72, 89, 98, 102, 90, 57
> COc1cccc(/C=C\C(=O)CCN2CCOCC2)c1OC
→ 107, 94, 96, ·, 106, 103, 94, 101, 110
> Nc1nnc2cc(Br)ccc2n1
→ 187, 97, 107, 95, 93, 101, 81, 101, 89
> COc1ccc(C2Nc3c(c(C(C)(C)C)nn3-c3ccccc3)C(=O)CS2)cc1 (configuration not stated)
→ ·, 98, 102, 99, 109, 102, 89, 101, 80
> O=C(N/N=C/[C@H]1[C@H](CO)[C@@H](O)C[C@H]1O)c1ccncc1
→ 105, 105, 97, 96, 109, 107, 99, 113, 95
> O=C(N/N=C\c1ccc(Cl)cc1Cl)C1CC1
→ 104, 101, 102, 97, 92, 100, 89, 101, 103
> CCCn1c(=S)sc2c(=O)[nH]c(C)nc21
→ 86, 108, 96, 100, 116, 117, 81, 107, 92
> CC1NC(=S)NC(=O)/C1=C/c1cc(=O)oc2c1ccc1ccccc12 (configuration not stated)
→ 100, 97, 95, 103, 97, 105, 73, 108, 73
> COc1cc2c(cc1OC)C1c3ccc(OC)c(OC)c3OCC1(O)C2 (configuration not stated)
→ 102, 98, 105, 101, 104, 130, 87, 108, 82
> O=C(O)c1ccccc1C(=O)Nc1ccc(S(=O)(=O)Nc2nccs2)cc1
→ 97&106, 112&107, 107&99, 102&99, 97&108, 114&110, 88&95, 120&109, 95&98
> O=c1[nH]c2cc(Cl)ccc2n1C1CCN(c2ccc3nnc(Cl)n3n2)CC1
→ 87, 92, 99, 93, 91, 100, 73, 100, 82
> O=C1OCC2=C1C(c1cccc(C(F)(F)F)c1)c1cc3c(cc1N2CCO)OCCO3 (configuration not stated)
→ 0.7*, 39, 15, 23, -8.3*, 8.8*, 42, 16, 26
> O=C(O)CCn1c(=O)[nH]c(=O)n(CCC(=O)O)c1=O
→ 104, 104, 106, ·, 100, 115, 102, 103, 95
> CC(C)(C(N)=O)c1ccccc1
→ 108&104&107, 115&106&103, 105&99&109, 107&100&105, 108&95, 116&102, 60&79&99, 116&113&102, 102&95&100
> N#Cc1c(N)nc(-c2cc(F)cc(C(F)(F)F)c2)nc1-c1ccccc1F
→ 35, 55, 19, 46, 52, 76, 14, 61, 81
> O=C(O)c1ccc2c(O)c3ccccc3c(O)c2c1
→ 98, 92, 89, 101, 90, 106, 79, 99, 88
> COc1ccc(C(=O)Nc2cccc(C(F)(F)F)c2)cc1
→ 93, 100, ·, 97, 106, 114, 93, 98, 96
> CNC(=O)NNC(=O)NC
→ 109, 104, 105, 99, 100, 104, 107, 112, 96
> Clc1ccc2c(NCCCn3ccnc3)c3oc4ccc(Cl)cc4c3nc2c1
→ 86, 91, 61, 83, 84, 79, 70, 92, 74
> N#C/C(=C1/C(=O)Nc2ccccc21)c1nnc(NC(=O)c2ccc(-n3c(=O)[nH]c4ccccc4c3=O)cc2)s1
→ 75, 65, 38, 51, 36, 33, 79, 37, 32
> CCCCOCCOC(=O)c1ccc(Cl)cc1
→ 113, 101, 101, 106, 114, 101, 102, 106, 90
> CN(C)c1ncc(/C=C2\SC(=S)N(Cc3ccccc3)C2=O)s1
→ 102, 95, 102, 97, 98, 105, 93, 105, 111
> O=C(Nc1ccccc1O)c1ccc(CNC(=O)c2sccc2Nc2ccnc(C(F)(F)F)c2)cc1
→ 44, 49, 41, 69, 49, 65, 37, 47, 35
> O=C1NC(=O)C(c2c[nH]c3ncccc23)=C1c1cccc2ccccc12
→ 90, 102, 78, 76, 94, 100, 89, 103, 82
> Nc1cc(=O)n([C@@H]2O[C@H](CO)[C@@H](O)[C@H]2O)c(=O)[nH]1
→ 100, 94, 102, 96, 93, 103, 83, 102, 91
> Nc1nc(=O)c2cnccc2c(=O)[nH]1
→ 99, 100, 97, 95, 98, 100, 81, 107, 105
> Nc1[nH]c(=O)[nH]c(=O)c1N
→ 102, 102, 101, 103, 100, 99, 98, 112, 96
> COC(=O)c1ccc2c(c1)CN(Cc1ccccc1)CO2
→ 99, 119, 90, 92, 100, 110, 91, 115, 96
> CCOC(=O)/C(=C\c1cccc(Cl)c1)C(C)=O
→ 99, 101, 103, 104, 102, ·, 89, 110, 99
> O=C(CCN1C(=O)/C(=C/c2ccccc2)SC1=S)Nc1ncc(Cc2ccccc2)s1
→ 97, 101, 99, 96, 95, 98, 86, 103, ·
> COc1ccc(N2CCN(CC(=O)N3CCN(c4nnc(-c5ccccc5)c(-c5ccccc5)n4)CC3)CC2)cc1
→ 40, 63, 47, 63, 54, 62, 70, 70, 22
> CC(C)(C)n1cc(-c2ccnc(NCCNS(=O)(=O)c3ccc(F)cc3)c2)c(-c2cccc(F)c2)n1
→ 84, 88, 86, 99, 90, 116, 84, 92, 69
> COc1ccc(NC(=S)Nc2nc3c(=O)[nH]nc(-c4ccc(OC)cc4)c3s2)cc1
→ 99, 98, 95, 98, 103, 97, 82, 103, 106
> CC1=C(C(=O)n2nc3ccccc3n2)C(c2ccc(Cl)cc2)C(C(=O)n2nc3ccccc3n2)=C(C)N1
→ 109, 102, 100, 106, 105, 107, 95, 109, 89
> C#Cc1cccc(NC(=O)C2CCCN(C(=O)C=C)C2)c1 (configuration not stated)
→ 91[8.25 µM], 93[8.25 µM], 95[8.25 µM], 91[8.25 µM], 101[8.25 µM], 103[8.25 µM], 75[8.25 µM], 101[8.25 µM], 100[8.25 µM]
> N#Cc1c(-c2ccc(Cl)cc2)nc(NS(=O)(=O)c2ccccc2)nc1N1CCCCC1
→ 90, 106, 109, 98, 102, 120, 96, 107, 83
> COc1ccc(CC2OC(C)CC(C)(C)O2)cc1 (configuration not stated)
→ 116, 109, 118, 107, 100, 107, 84, ·, 139
> CC1(CCCOc2ccc([N+](=O)[O-])cc2)N=C(N)N=C(N)N1c1ccccc1 (configuration not stated)
→ 98, 54, ·, 102, 98, 106, 84, 99, 80
> CN1CCC(=O)c2ccccc21
→ 94, 106, 98, 104, 101, 124, 94, 107, 97
> O=c1[nH]c(=O)n(C2CC(O)C(CO)O2)cc1C(F)(F)F (configuration not stated)
→ 6.8*, 31, 42, 56, 8.5*, ·, 58, 6.0*, 75
> Cc1cc(-n2cc(C)c(=O)[nH]c2=O)ccc1F
→ 107, 121, 102, 98, 98, 113, 92, 105, 99
> C(=C\[n+]1ccccc1)/c1ccccc1
→ 94, 104, 98, 114, 101, 96, 70, 106, 77
> c1ccc(C(Nc2ccccn2)(c2ccccc2)c2ccccc2)cc1
→ ·, 99, 84, 78, 86, 83, 75, 86, 39
> Nc1cc(=O)[nH]n1S(=O)(=O)c1ccc(Cl)cc1
→ 100, 97, 98, 103, 93, 114, 90, 112, 105
> COC(=O)c1cccc2c1C(=O)c1ccccc1-2
→ 115, 106, 108, 109, 96, 108, 88, 108, 121
> O=c1c2ccccc2ncn1-c1ccc(F)cc1
→ 100, 105, 100, 95, 95, 82, 107, 115, 95
> O=C1c2ccccc2C(=O)N1CCCCNc1ccccc1
→ 98, 54, 86, 97, 75, 108, 91, 102, 75
> Cc1ccc(N=Cc2cc3ccccc3nc2N2C(=O)CC(=O)NC2=O)cc1
→ 100, 94, 95, 96, 94, 103, 89, 106, 97
> O=C(c1ccc(Cl)cc1)C(O)c1ccc(Cl)cc1 (configuration not stated)
→ 113, 96, 103, 101, 100, ·, 84, 105, 91
> O=C(c1nnc(Nc2ccccc2Br)o1)c1c[nH]c2ccccc12
→ 108, 105, 97, 97, 104, 89, 89, 107, 88
> CCCCNC(=O)c1[nH]cc(-c2ccccc2)c1-c1cc(OC)c(OC)c(OC)c1
→ 101, 99, 108, 89, 102, 104, 100, 104, 97
> CC(=O)C1C(C)CC2C3CCC4=CC(=O)CCC4(C)C3CCC21C (configuration not stated)
→ 96, 91, 94, 100, 99, 114, 94, 105, 65
> Nc1nc(-c2cccc(C(F)(F)F)c2)nn1-c1nc2ccccc2s1
→ 77, 92, 39, 71, 85, 111, 62, 108, 91
> Cc1cc(NS(=O)(=O)c2ccc(N=Nc3ccc(N)nc3N)cc2)nc(C)n1
→ 93, 108, 98, 106, 102, 98, 75, 112, 92
> COc1cc(-c2cc(C(=O)O)c3cc4ccccc4cc3n2)cc(OC)c1OC
→ 142, 116, 104, 108, 111, 111, 91, 147, 97
> Nc1nnc(-c2cc(=O)oc3ccc4ccccc4c23)o1
→ 97, 101, 102, 103, 91, 103, 86, 111, 92
> NCCCCCCCN
→ 91, 92, 106, 99, 107, 97, 92, 101, 100
> CCCCOc1nc2ccc(C)cc2cc1/C=C/C(=O)/C=C/c1ccc2c(c1)OCO2
→ 105, 75, 48, 93, 109, 106, 97, 83, 72

Entries of single compounds from above. Values in the order: SF-295 | SF-268 | U251 | SNB-19 | SF-539 | HCC-2998 | SNB-75 | DU-145 | PC-3
Cc1cc(-n2cc(C)c(=O)[nH]c2=O)ccc1F is entered as 107 | 121 | 102 | 98 | 98 | 113 | 92 | 105 | 99
COc1ccc(NC(=S)Nc2nc3c(=O)[nH]nc(-c4ccc(OC)cc4)c3s2)cc1 is entered as 99 | 98 | 95 | 98 | 103 | 97 | 82 | 103 | 106

More structures
The line under a structure holds: SF-295, SF-268, U251, SNB-19, SF-539, HCC-2998, SNB-75, DU-145, PC-3
> COc1cc(C(C)(C)C)c(O)c(C(C)(C)C)c1
→ 97, 102, 89, 103, ·, 103, 86, 112, 89
> C1CCc2onc(-c3noc4c3CCCCC4)c2CC1
→ 99, 93, 107, 98, 104, 109, 112, 118, 102
> NC(N)=Nc1ccc(Nc2cccc(Oc3ccc(Cl)c(C(F)(F)F)c3)c2)cn1
→ 24, 54, -69*, 24, 79, -33*, 53, 38, -56*
> COc1ccc(OC)c(C(=O)NNC(=O)c2cc(OC)c(OC)c(OC)c2)c1
→ 106, 104, 93, 99, 104, 106, 79, 114, 86
> CCCCC(Cc1ccccc1)(C(=O)OCC)c1ccc(Cl)cc1 (configuration not stated)
→ 91, 100, 94, 104, 106, 96, 99, 110, 97
> S=C(NNc1ccccc1)NNc1ccccc1
→ 99, 94, 95, 98, 106, 107, 77, 106, 92
> O=C(O)/C=C\C(=O)Nc1ccccc1Cl
→ 117, 77, 92, 106, 101, ·, 66, 65, 94
> CCOC(=O)c1[nH]c(C)c(/C=N/O)c1C
→ 96, 89, 87, 113, 96, 100, 93, 109, 96
> O=C(CSC(=S)N1CCN(c2ccccc2)CC1)Nc1nc2ccccc2s1
→ 100, 104, 93, 94, 100, ·, 73, 115, 85
> CCn1c2c(c3ccccc31)CC1CN(c3ccc(C)cc3)C(=O)C1C2C(=O)O (configuration not stated)
→ 99, 92, 101, 94, 95, 106, 61, 103, 105
> CCOC(=O)c1c(C)oc2ncnc(Nc3ccc(C(=O)NCCc4ccccc4)cc3)c12
→ 90, 74, ·, 84, 59, 91, 7.0*, 82, 59
> Nc1cc(Cl)ccc1[N+](=O)[O-]
→ 103, 111, 98, 92, 95, 116, 92, 102, 117
> COc1ccc(-c2cc(Cc3cccs3)c(=O)n(Cn3cnc4c(N)ncnc43)n2)cc1
→ 102, 110, 107, 96, 103, 107, 86, 105, ·
> C=CC(=O)Nc1ccc(Nc2nccc(-c3ccc(N4CCCC4)c(C#N)c3)n2)cc1
→ -37*, 44, 5.6*, 41, 51, 31, 15, 37, 24
> COc1cccc(COc2ccc(/C=C3/C(=O)Nc4cc(Cl)ccc43)cc2)c1
→ 103, 99, 99, 98, 93, 102, 84, 99, 85

Five entries from above, sorted by SMILES length, high to low.
The line under a structure holds: SF-295, SF-268, U251, SNB-19, SF-539, HCC-2998, SNB-75, DU-145, PC-3
> COc1ccc(-c2cc(Cc3cccs3)c(=O)n(Cn3cnc4c(N)ncnc43)n2)cc1
→ 102, 110, 107, 96, 103, 107, 86, 105, ·
> C=CC(=O)Nc1ccc(Nc2nccc(-c3ccc(N4CCCC4)c(C#N)c3)n2)cc1
→ -37*, 44, 5.6*, 41, 51, 31, 15, 37, 24
> CCn1c2c(c3ccccc31)CC1CN(c3ccc(C)cc3)C(=O)C1C2C(=O)O (configuration not stated)
→ 99, 92, 101, 94, 95, 106, 61, 103, 105
> COc1cccc(COc2ccc(/C=C3/C(=O)Nc4cc(Cl)ccc43)cc2)c1
→ 103, 99, 99, 98, 93, 102, 84, 99, 85
> S=C(NNc1ccccc1)NNc1ccccc1
→ 99, 94, 95, 98, 106, 107, 77, 106, 92
